Screening results: PubChem, Icahn School of Medicine at Mount Sinai
RBX1-CUL1 inh: human ROC1-CUL1 E3 ligase inhibition. P62877+Q13616. in vitro K48 di-Ub FRET, acceptor:donor ratio, 45 min. inhibition, % at 10 µM. actives 0.6% (n = 140,000). AID 1347404; in the data active = inhibition above about 25%
Target sequence (P62877 whole entry, looked up): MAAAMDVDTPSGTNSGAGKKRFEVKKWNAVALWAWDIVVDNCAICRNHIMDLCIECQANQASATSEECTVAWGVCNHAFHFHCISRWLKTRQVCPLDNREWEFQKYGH
Target sequence (Q13616 whole entry, looked up): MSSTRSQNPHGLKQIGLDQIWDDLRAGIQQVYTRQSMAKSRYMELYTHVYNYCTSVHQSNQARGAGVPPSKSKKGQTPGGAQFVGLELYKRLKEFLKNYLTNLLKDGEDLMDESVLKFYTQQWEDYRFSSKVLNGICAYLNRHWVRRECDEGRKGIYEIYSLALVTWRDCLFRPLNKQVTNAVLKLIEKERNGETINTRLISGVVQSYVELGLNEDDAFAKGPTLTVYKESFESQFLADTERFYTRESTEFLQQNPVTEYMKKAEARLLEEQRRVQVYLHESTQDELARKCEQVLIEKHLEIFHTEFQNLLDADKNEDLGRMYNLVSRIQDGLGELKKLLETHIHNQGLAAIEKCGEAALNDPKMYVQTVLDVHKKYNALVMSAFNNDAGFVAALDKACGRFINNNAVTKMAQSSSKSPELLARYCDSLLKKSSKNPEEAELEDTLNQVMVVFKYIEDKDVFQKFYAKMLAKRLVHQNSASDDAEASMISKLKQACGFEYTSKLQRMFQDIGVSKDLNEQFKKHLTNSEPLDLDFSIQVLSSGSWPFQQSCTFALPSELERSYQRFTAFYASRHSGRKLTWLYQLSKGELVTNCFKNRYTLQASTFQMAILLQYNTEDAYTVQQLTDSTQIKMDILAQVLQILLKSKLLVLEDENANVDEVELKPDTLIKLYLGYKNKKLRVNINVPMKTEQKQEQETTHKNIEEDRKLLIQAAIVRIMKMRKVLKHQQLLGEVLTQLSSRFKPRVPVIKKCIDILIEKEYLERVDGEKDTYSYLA
The depositor's hits bear a star.

SMILES	RBX1-CUL1 inh
COc1ccc(S(=O)(=O)N(CC(=O)NCc2ccc(C)cc2)c2ccc(Cl)cc2)cc1	2
Cc1cc(C)n2nc(C(=O)N3CCC(CO)(Cc4ccccc4Cl)CC3)cc2n1	10
Nc1ccc(S(=O)(=O)Nc2ccc(S(N)(=O)=O)cc2)cc1	-4
CCN1C(=O)c2ccccc2NC1(C)C	-2
CCOC(=O)C(NC(=O)CC)(Nc1sc2c(c1C(N)=O)CCCC2)C(F)(F)F (stereo unspecified)	-10
Cc1ccc(N2CC(NC(=O)c3ccco3)CC2=O)cc1C (stereo unspecified)	5
COc1ccc(Cc2nnc(NC(=O)c3c(-c4ccccc4Cl)noc3C)s2)cc1	-11
CCN(CC)S(=O)(=O)c1cc2c(C)cc(=O)n3c2c(c1C)CCC3	7
COc1ccc(C(C2C(=O)N=C(SC)NC2=O)C2C(=O)N=C(SC)NC2=O)cc1 (stereo unspecified)	2
Cc1cccn2c(CN(C)CC3CCCCO3)c(C(=O)N3CCOCC3)nc12 (stereo unspecified)	-9
Cc1ccc(OCCSc2nc3ccccc3o2)cc1	0
CN1CCN(Cc2c(C(=O)N3CCCCC3)nc3sccn23)CC1c1ccccc1 (stereo unspecified)	7
CNC(=S)N(C)c1ccccc1	-7
CCOC(=O)C1=C(C)N=c2s/c(=C\c3ccc(Oc4nc(N5CCOCC5)nc(N5CCOCC5)n4)c(OC)c3)c(=O)n2C1c1ccc(OC)cc1 (stereo unspecified)	2
O=C(COc1ccccc1)Nc1nnc(S(=O)(=O)N2CCCCCC2)s1	-10
CCOc1ccc(OCC)c(S(=O)(=O)NNC(=O)c2c(C)nc3ccccn23)c1	3
Clc1ccc2c(c1)CC(NCCc1ccccc1)c1ccccc1S2 (stereo unspecified)	-2
CCC(=O)N[C@@H]1c2ccccc2C2(CCN(C(=O)c3ccc(C)c(C)c3)CC2)[C@H]1OCc1cccnc1	6
Cn1c(C2CCC2)nc2cc(C(=O)N3CCc4c([nH]c5ccccc45)C3)cc(NC(=O)C3CCCO3)c21 (stereo unspecified)	7
COC(=O)c1cc(NC(=O)c2ccc(OC)cc2)cc(C(=O)OC)c1	4
COc1cc(OC)cc(C(=O)NNS(=O)(=O)c2ccc3ccccc3c2)c1	2
Cn1c(=O)cnn(-c2cc(O)c(Cl)cc2F)c1=O	2
O=c1c(Oc2ccc3ccccc3c2)c(C(F)(F)F)oc2c(CN3CCCCC3)c(O)ccc12	-4
Cc1ccc(Cl)cc1NC(=O)C1CCN(C(=O)c2ccccc2F)CC1	6
COc1cc(SC)ccc1C(=O)Nc1ccc2c(c1)oc1ccccc12	-3
CCCCC1CN(CCNC(=O)C2CC=CCC2)Cc2ccccc2O1 (stereo unspecified)	-6
COc1cccc(C2C3=C(N=c4s/c(=C/c5cc(Cl)c(O)c(OC)c5)c(=O)n42)c2ccccc2CC3)c1 (stereo unspecified)	17
O=C(OCn1nnc2ccccc21)c1cccs1	-3
COc1ccc(-n2nc(C(=O)N3CCN(c4ccccc4OC)CC3)c3c4ccccc4n(C)c3c2=O)cc1	-4
Cc1ccc(N=CC(C=C2C(=O)OC(C)(C)OC2=O)C(Nc2ccc(C)cc2)c2ccco2)cc1 (stereo unspecified)	4
COC(=O)Nc1nc2cc(Cl)c(F)cc2[nH]1	-1
COc1ccc2c(c1)CCc1c(C(=O)Nc3ccc(F)c(Cl)c3)noc1-2	-4
CCOC(=O)c1ccc(-c2ccc(Cl)cc2)nc1C	2
Cc1ccc(-n2nc3c(N4CCC(C(=O)N5CCCCC5)CC4)nnc(C)c3c2C)cc1	4
Cc1ccc(S(=O)(=O)N2CCN(c3nc(C(C)C)c4c(c3C#N)CC(C)(C)OC4)CC2)cc1	9
CCN(CC)c1ccc(NC(=O)CN2CCN(S(=O)(=O)c3ccc(C(C)C)cc3)CC2)cc1	2
O=C(NC1CC(=O)N(Cc2cccc(F)c2)C1)c1ccc2ccccc2n1 (stereo unspecified)	16
CCc1c(C)sc2c1CCN(Cc1ccc(C#N)cc1)C2c1ccccc1 (stereo unspecified)	5
CCC(Oc1ccccc1)C(=O)Nc1ccc(OCc2cc(=O)n3ccc(C)cc3n2)cc1 (stereo unspecified)	-9
CCCCSc1nnc2c(n1)OC(c1ccc(-c3ccc([N+](=O)[O-])cc3C)o1)N(C(C)=O)c1ccccc1-2 (stereo unspecified)	1

Given with the structure last: entries from further up.
| RBX1-CUL1 inh | mol |
| --- | --- |
| -2 | CCN1C(=O)c2ccccc2NC1(C)C |
| -10 | CCOC(=O)C(NC(=O)CC)(Nc1sc2c(c1C(N)=O)CCCC2)C(F)(F)F (stereo unspecified) |

The list continues.
SMILES	RBX1-CUL1 inh
CC(C)Cn1c(=O)c2ccccc2n2c(CCC(=O)NCc3ccc(Cl)cc3)nnc12	8
Cc1ccc(NC(=O)c2c(C)oc3ccc(O)c(CN4CCN(Cc5ccccc5)CC4)c23)cc1	-8
COC(=O)Nc1cccc(Oc2cc(=O)n(C)c(=O)n2C)c1	6
O=C1c2ccccc2-c2c1cccc2C(=O)N(CCO)CCO	8
Fc1ccc(C(NCCc2ccc(Cl)cc2)c2nnc(-c3ccccc3)o2)c(Cl)c1 (stereo unspecified)	-5
CC1CCCCN1Cc1nc(-c2ccccn2)no1 (stereo unspecified)	-2
COc1ccc(C(=O)N=C(Cc2ccc(Br)cc2)C(=O)NNC(=O)c2ccccc2)cc1	3
O=[N+]([O-])c1cccnc1Sc1nc2ccccc2s1	-2
CCN(C(=O)Cn1nc2c3cc(F)ccc3n(Cc3cccc(C)c3)cc-2c1=O)c1cccc(C)c1	4
CC(C)(CNC1CCCN(Cc2ccccc2F)C1)CN1CCOCC1 (stereo unspecified)	-5
COc1ccc(-c2[nH]ncc2CN(C)Cc2cn(C)nc2C)cc1F	9
O=C(O)c1ccccc1C(=O)N1CCN(Cc2ccccc2)CC1	-2
CCCCn1c(CN(C)Cc2ncc(C)[nH]2)cnc1S(=O)(=O)C1CCCCC1	9
CCCCN(CC)CCCNC(=O)C1CCN(c2nc3ccc(CC)cc3s2)CC1	7
CN(C)c1nc2nonc2nc1NCCCn1cccn1	-4
CCOC(=O)NC(C)c1ccc(C)cc1C (stereo unspecified)	3
O=C(CCC1N=C2c3ccccc3N=C(SCc3ccccc3Cl)N2C1=O)NCCc1ccccc1 (stereo unspecified)	-11
CCC(=O)Nc1ccc([N+](=O)[O-])cn1	-3
Cc1c(Cl)cccc1-n1ncc(C(=O)Nc2ccc(F)cc2F)c1C1CCN(C(=O)OC(C)(C)C)CC1	0
Cc1nn(Cc2ccc(C(=O)NC3C4CC5CC(C4)CC3C5)o2)c(C)c1Cl (stereo unspecified)	-3

Two records picked at random from those above:
SMILES	RBX1-CUL1 inh
O=[N+]([O-])c1cccnc1Sc1nc2ccccc2s1	-2
Cc1c(Cl)cccc1-n1ncc(C(=O)Nc2ccc(F)cc2F)c1C1CCN(C(=O)OC(C)(C)C)CC1	0

Continuation:
SMILES	RBX1-CUL1 inh
CCN1C(=O)C(C=N/N=C/c2c(Cl)cc(Cl)cc2Cl)c2ccc(C3=NNC(=O)CC3)cc21 (stereo unspecified)	2
CC(C)Cc1ccc(-c2[nH]nc3c2C(c2ccc(F)c(Br)c2)C(C#N)C(=N)O3)cc1 (stereo unspecified)	1
Cn1cc(CN2CCN(C(=O)c3ncn[nH]3)CC2)c(-c2ccccc2F)n1	-5
CNC(=O)c1c(NC(=O)c2ccc(S(=O)(=O)N3CCCC(C)C3)cc2)sc2c1CCC2 (stereo unspecified)	4
COc1cccc(/C=C2/CN(C)C/C(=C\c3cccc(OC)c3OC)C2=O)c1OC	-5
COC(=O)c1cc(S(=O)(=O)N2CCN(c3ccc(F)cc3)CC2)cn1C	0
CC1(C)COC(c2cc3ccc2CCc2ccc(cc2Br)CC3)=N1	-3
O=C1CCCC/C1=C\c1ccccc1O	-1
COc1ccc(C(=O)NC2CC2)c(OC2CCN(CC3CC=CCC3)CC2)c1 (stereo unspecified)	-2
COc1ccc(S(=O)(=O)N2CCCN(CC(=O)Nc3ccc(NC(C)=O)cc3)CC2)cc1	-2
CCC(=O)N1CCc2cc(Br)cc(S(=O)(=O)N3CCCC(C(=O)Nc4cccc(F)c4)C3)c21 (stereo unspecified)	-8
Cc1cccc(-n2c(SCC(=O)Nc3ccc(C)c(C)c3)nc3n[nH]c(C)c3c2=N)c1	4
COC(=O)c1ccc(Cn2c(SCC(=O)Nc3ccc(F)cc3)nc3ccccc32)cc1	-6
Cc1cccc(N2CCN(c3ccc(C(=O)O)cc3NC(=O)c3ccccc3F)CC2C)c1 (stereo unspecified)	10
CCCN(C(=O)c1cc2c(s1)-c1ccccc1OC2)c1ccc(C(C)C)cc1	4
Cc1cc(C)nc(NC(=O)c2ccc(Cl)cc2)n1	4
COc1ccc(C(C[N+](=O)[O-])c2c(-c3ccccc3)[nH]c3ccccc23)c(OC)c1 (stereo unspecified)	7
CCOc1ccc(NC(=O)c2sc3nc4cc(C)ccc4cc3c2N)cc1	-7
O=C(O)c1ccc(Oc2ccnc3cc(Cl)ccc23)cc1	6
COC(=O)c1cc(NC(=S)NC(=O)COc2ccc(Cl)cc2Cl)cc(C(=O)OC)c1	0

The final six records of the part above come first, to join the parts:
SMILES	RBX1-CUL1 inh
CCCN(C(=O)c1cc2c(s1)-c1ccccc1OC2)c1ccc(C(C)C)cc1	4
Cc1cc(C)nc(NC(=O)c2ccc(Cl)cc2)n1	4
COc1ccc(C(C[N+](=O)[O-])c2c(-c3ccccc3)[nH]c3ccccc23)c(OC)c1 (stereo unspecified)	7
CCOc1ccc(NC(=O)c2sc3nc4cc(C)ccc4cc3c2N)cc1	-7
O=C(O)c1ccc(Oc2ccnc3cc(Cl)ccc23)cc1	6
COC(=O)c1cc(NC(=S)NC(=O)COc2ccc(Cl)cc2Cl)cc(C(=O)OC)c1	0
COC(=O)NC(Nc1ccc(C)cc1)C(Cl)(Cl)Cl (stereo unspecified)	0
Cc1oc(-c2ccccc2NC(=O)C2CCCO2)nc1CNC(=O)CCC(C)C (stereo unspecified)	-5
Cc1cccc(N=c2scc(-c3ccc([N+](=O)[O-])cc3)n2-c2cccc(C)c2C)c1C	-4
CN1CCN(CC(O)COCCOc2ccc(Br)cc2)CC1 (stereo unspecified)	-2
COc1ccc(/C=N/NC(=O)c2ccccc2Cl)cc1O	-1
COc1ccccc1N1C(=O)C(C=NCCc2c[nH]c3ccccc23)C(=O)NC1=S (stereo unspecified)	-2
Cc1cc(C)cc(NC(=O)N2CCN(c3cc(-c4noc(C)n4)ccc3C)CC2)c1	1
Cc1ccccc1C(=O)N(Cc1cccs1)C1CCS(=O)(=O)C1 (stereo unspecified)	7
Cc1nn2c3c(cnc2c1-c1ccc(F)cc1)C(=O)CC(c1ccccc1)C3 (stereo unspecified)	-4
CC(=O)NCC(=O)N(CC1CCN(C2Cc3ccccc3C2)CC1)CC1CCCO1 (stereo unspecified)	-3
CC1(C)CC(=O)C(C=Nc2ncccc2C(=O)O)C(=O)C1	-1
CNS(=O)(=O)c1cnccc1N1CCN(c2ccc(S(N)(=O)=O)cc2)CC1	-3
Cc1ccc(-c2nc3c(c(SCCO)n2)COC(C)(C)C3)cc1	-7
CCOCC(O)CNc1nncc(-c2ccc(OC)cc2OC)n1 (stereo unspecified)	2
CCCOc1ccc(CC(=O)Nc2ccc(F)cc2)cc1OC	-2
CN(C)C1(CNc2nncc(-c3ccccc3F)n2)CCCCC1	0
NC(=S)c1ccc2ccc3cccnc3c2n1	-4
COc1cc(CN(C(=O)c2cccc(C)c2)c2ccccn2)cc(OC)c1OC	2
CCn1c(O)c(C=C2C=NN=C2c2ccc(OC)c(OC)c2)sc1=S	2
COc1ccc(C(=O)c2sc3nc(-c4ccccc4)ccc3c2N)cc1	5
O=C(Cn1nc(-c2ccc(Cl)cc2)c2ccccc2c1=O)Nc1cccc(C(F)(F)F)c1	20
Cn1c(=O)c(=O)n(C)c2cc(S(=O)(=O)N3CCCC3C(=O)Nc3cccc(F)c3)ccc21 (stereo unspecified)	-5
Cc1ccc2c(=O)c(C(=O)c3cccc(Cl)c3)cn(CC(=O)NCc3ccc(F)cc3)c2n1	1
CCc1nn(CC(=O)NCCc2ccc(OC)cc2OC)c(=O)c2cc3occc3n12	14
Cc1ccc(OCCN(C)C(=O)CCC2(Cc3ccc(Cl)cc3)CCC(=O)N2)cc1 (stereo unspecified)	5
COc1ccc(C(=O)C(OC(=O)c2cccc(NC(=O)c3ccc(Cl)cc3)c2)c2ccccc2)cc1 (stereo unspecified)	-1
OC(COCCOc1ccc(Br)cc1)CN1CCN(c2ccccn2)CC1 (stereo unspecified)	7
O=C(Nc1ccccc1)SCC(=O)c1ccc(O)cc1	4
O=C(NCN1CCCCC1)c1cnccn1	0
O=C(CC(SCc1ccco1)c1ccc(F)cc1)c1ccc(Cl)cc1 (stereo unspecified)	4
O=C1OC(c2ccc(Cl)cc2)=NC1C=NCCCCCCN=CC1N=C(c2ccc(Cl)cc2)OC1=O (stereo unspecified)	4
CCOC(=O)c1c(C)n(C)c2c(Cl)c(Cl)c(O)c(O)c12	0
CCc1nc2sc3c(N4CCC(C)CC4)ncnc3c2c2c1CCCC2	-4
O=C(Nc1ccc(Oc2cccnc2)cc1)C1CCCCN1Cc1cccc2nonc12 (stereo unspecified)	-5
CC(=O)C1=NN(c2ccccc2C)C2(S1)SC(c1ccccc1C)(c1ccccc1C)c1ccccc12 (stereo unspecified)	1
Nc1c(C(=O)Nc2ccc3ccccc3c2)sc2nc3c(cc12)CCC3	-1

Five structures already listed, ordered by length of the SMILES, highest first.
SMILES	RBX1-CUL1 inh
COc1ccc(C(=O)C(OC(=O)c2cccc(NC(=O)c3ccc(Cl)cc3)c2)c2ccccc2)cc1 (stereo unspecified)	-1
O=C1OC(c2ccc(Cl)cc2)=NC1C=NCCCCCCN=CC1N=C(c2ccc(Cl)cc2)OC1=O (stereo unspecified)	4
CCc1nn(CC(=O)NCCc2ccc(OC)cc2OC)c(=O)c2cc3occc3n12	14
O=C(CC(SCc1ccco1)c1ccc(F)cc1)c1ccc(Cl)cc1 (stereo unspecified)	4
CCc1nc2sc3c(N4CCC(C)CC4)ncnc3c2c2c1CCCC2	-4

An excerpt. The share of hits here may be higher or lower than overall.
